PfHsp90 yeast 2 – growth inhibition of PfHsp90-expressing yeast, primary screen, antimalarial PfHsp90 inhibitor project, S. cerevisiae, BacTiter-Glo luminescence, single point, set 2; hit rate 0.32% among 310,000; BacTiter-Glo ATP, 48 h; yeast lacking PDR1 and PDR3 efflux regulators; inhibition, % at 9.4 µM;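 active means every replicate shows inhibition above about 80%, whatever the replicate mean, limit read from the data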;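 further: 0% = DMSO neutral controls and 100% = 20 µM radicicol positive controls; yeast relying on Plasmodium falciparum Hsp90 in place of its own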
phage Ecoli inh – growth loss of phage-infected E. coli, primary screen, RecBCD inhibitor project, absorbance, with phage, HTS; inhibition, % at 11.9 µM; hit rate 0.26% among 360,000; AID 651602, 2012; in the data active means inhibition above about 11%
Tat transport – E. coli Tat export inhibitors, primary screen, MC4100, TorA-mCherry reporter, fluorescence, single point | hit rate 0.036% among 340,000 | AID 488895, 2010 | inhibition, % at 10 µM;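 active means mean replicate inhibition at least 50% and at least half of replicates individually reaching 50%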;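 further: exported cargo escapes ClpAP degradation while cytoplasmic cargo is degraded and loses fluorescence; 0% = median of neutral control wells and 100% = median of NaSCN control wells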
PKA-R1A activ – activators of PKA-R1A holoenzyme, primary screen, biochemical, fluorescence polarization, Cy5-IP20, bovine R1A, mouse PKAc. PKA-R1A dissociation; scaled: DMSO 0%, 113 µM cGMP 100%. hit rate 0.083% among 340,000. cAMP-dependent protein kinase type I-alpha regulatory subunit (Bos taurus) + …. activation, % at 11.4 µM;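 active means percent activation above the mean of all tested compounds plus 3 SD, cut at about 19% in these data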;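 further: higher means more PKAc released from R1A so a rise in polarization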
AddAB inh – growth inhibition of E. coli expressing H. pylori AddAB, primary screen, AddAB inhibitor project, absorbance; AID 435030, 2010; hit rate 0.29% among 330,000; inhibition, % at 11.9 µM; in the data active means inhibition above about 12%;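 further: 0% = vehicle wells of infected cells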
HTR5A inv ctr – HTR5A inverse agonists in luminescence cell assay, primary screen, counter-screen for OPRM1-OPRD1 heterodimer inverse agonist project, full-deck HTS | HTR5A cell line, inverse agonism | inhibition, % at 9.3 µM | hit rate 0.083% among 340,000 | AID 504634, 2011; in the data active means inhibition mostly above about 23%, no sharp cut-off; inactive means mostly below about 18%;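 further: 0% = cells with DMSO and 100% = no-cell wells with DMSO; some compounds called inactive have numbers as strong as hits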
Target sequence (P47898 whole entry, looked up): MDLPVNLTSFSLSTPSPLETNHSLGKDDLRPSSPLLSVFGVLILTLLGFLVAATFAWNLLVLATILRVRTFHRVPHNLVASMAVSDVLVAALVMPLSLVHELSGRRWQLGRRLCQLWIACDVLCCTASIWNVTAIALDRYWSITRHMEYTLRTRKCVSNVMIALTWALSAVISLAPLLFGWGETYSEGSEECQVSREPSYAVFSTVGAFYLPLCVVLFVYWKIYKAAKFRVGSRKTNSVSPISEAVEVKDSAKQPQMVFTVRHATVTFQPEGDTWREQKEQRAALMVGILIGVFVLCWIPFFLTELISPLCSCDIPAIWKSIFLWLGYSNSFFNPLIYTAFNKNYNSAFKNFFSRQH
E coli growth – E. coli V3065 growth inhibition, primary screen, counter-screen for AddAB inhibitor project, absorbance, OD600 | 18 h | inhibition, % at 11.9 µM | hit rate 0.27% among 330,000;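 active means inhibition above the campaign's mean inhibition across all tested compounds plus 3 SD, cut at about 9.9% in these data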;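 further: uninfected addAB+ strain grown without phage in ampicillin broth; 0% = DMSO wells and 100% = ciprofloxacin 0.95 µg/ml wells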
MOR-DOR ag – agonists of OPRM1-OPRD1 heterodimerization, primary screen, cell-based, luminescence | Mu-type opioid receptor (Homo sapiens) + Delta-type opioid receptor (Homo sapiens), … | cells | activation, % at 9.3 µM | hit rate 0.3% among 340,000; in the data active means activation above about 18%;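 further: 0% = vehicle-treated cells and 100% = reference agonist; values of inactives mirror those of a sister screen read the other way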
PKA-R2B act – activators of PKA-R2B holoenzyme, primary screen, biochemical, fluorescence polarization, Cy5-IP20, human. activation, % at 11.4 µM. PKA-R2B holoenzyme dissociation; R2B truncated from residue 108, S112A mutant; 0% DMSO only, 100% 113 µM cGMP. AID 504700, 2011. hit rate 0.079% among 340,000. cAMP-dependent protein kinase catalytic subunit beta (Homo sapiens) + cAMP-dependent …;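 active means activation above a cutoff set at the mean over all compounds plus 3 SD, cut at about 18% in these data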;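 further: higher means more holoenzyme dissociation and a rise in polarization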
Target sequence (P31323 whole entry, looked up, other chains not shown, the tested form may be a part): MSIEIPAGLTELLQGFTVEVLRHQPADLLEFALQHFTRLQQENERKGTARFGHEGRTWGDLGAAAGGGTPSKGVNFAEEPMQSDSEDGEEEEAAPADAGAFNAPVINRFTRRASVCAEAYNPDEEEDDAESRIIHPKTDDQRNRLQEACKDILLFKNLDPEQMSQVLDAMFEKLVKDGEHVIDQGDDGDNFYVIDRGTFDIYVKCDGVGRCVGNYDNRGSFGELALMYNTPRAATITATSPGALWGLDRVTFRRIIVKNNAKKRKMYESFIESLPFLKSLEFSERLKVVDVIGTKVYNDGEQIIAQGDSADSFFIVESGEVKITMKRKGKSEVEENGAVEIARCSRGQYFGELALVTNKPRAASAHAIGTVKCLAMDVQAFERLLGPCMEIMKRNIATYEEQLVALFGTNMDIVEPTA
MOR-DOR inv ag – inverse agonists of MOR-DOR heterodimerization, primary screen, cell-based, luminescence | AID 504357, 2011 | Mu-type opioid receptor (Homo sapiens) + Delta-type opioid receptor (Homo sapiens), … | inhibition, % at 9.3 µM | hit rate 0.21% among 340,000 | cell-based MOR-DOR heterodimer luminescence, inverse agonism; in the data active means inhibition above about 22%, passing the limit was not always enough;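 further: 0% = cells with DMSO and 100% = wells without cells with DMSO; values of inactives mirror those of a sister screen read the other way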
SUMO Mot1 rescue – yeast Mot1-301 growth rescue at high temperature, primary screen, SUMOylation pathway inhibitor project, S. cerevisiae, ATP luminescence, 38.5C; S. cerevisiae Mot1-301 growth rescue; percent above DMSO median, 100 means doubled; growth rescue, % at 18.8 µM; hit rate 1% among 320,000;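 active means every valid replicate shows activation above 250% relative to neutral control wells; inactive means the rest, any valid replicate at or below 250%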;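 further: OY570 slx delta 5 strain wells were the positive control but not used for scaling; some compounds called inactive have numbers as strong as hits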
* hit, by the source's call; . = not tested or not shown; & = joins results of further samples. Rows were taken by chance; 2.2% or so of the library scored in one or more.

SMILES | PfHsp90 yeast 2 | phage Ecoli inh | Tat transport | PKA-R1A activ | AddAB inh | HTR5A inv ctr | E coli growth | MOR-DOR ag | PKA-R2B act | MOR-DOR inv ag | SUMO Mot1 rescue
O=C(NCC1(c2ccccc2)CCCC1)C(=O)N1CCOCC1 | . | 4.2 | 0 | 3 | 0.3 | -16 | -1.3 | -1.3 | 0 | 8 | 15
CCC(=O)Nc1ccc(C(=O)NNC(=O)c2cccc(C)c2)cc1 | -19 | 1.4 | -4 | 0 | 1.2 | 18 | 0.7 | -1.6 | -8 | 7 | 380
O=C(CCN1C(=O)/C(=C/c2ccc3c(c2)OCO3)SC1=S)Nc1ccccc1 | -11 | -0.1 | -8 | 3 | 2.2 | -5 | -1.3 | -0.6 | 1 | 4 | 21
CCOc1ccc(Cl)cc1CSc1n[nH]c(CC)n1 | -9 | -0.1 | -6 | 9 | 0.0 | 23 | -0.3 | 0.9 | 8 | -5 | -12
CCCn1c(SCC(=O)NCCc2ccccc2)nnc1C(C)C | -14 | 2.0 | 3 | 2 | 0.7 | -8 | 2.1 | -2.8 | 1 | 15 | -9
C=CCOc1c(Br)cc(CNc2ccc(NC(=O)C(C)C)c(OC)c2)cc1OC | . | -0.6 | 3 | -10 | -3.2 | -18 | -0.2 | 0.0 | -14 | 0 | 8
COc1ccccc1NS(=O)(=O)c1cc(NC(=O)Nc2ccc(Cl)cc2Cl)ccc1N1CCCCC1 | 22 | 1.5 | 8 | -3 | 2.6 | -17 | -0.1 | 2.4 | 1 | -13 | 14
COc1ccc(N/N=C(/C#N)S(=O)(=O)C(C)(C)C)cc1 | -4 | 3.1 | 3 | -4 | -0.7 | 1 | -0.4 | 0.5 | 0 | -3 | 282
Cc1cccc(OCCSc2nncn2C)c1 | 6 | 2.5 | -1 | -4 | 1.8 | 10 | 3.2 | -2.6 | 0 | 12 | -22
O=S(=O)(c1ccc2c(c1)OCCO2)N1CCN(S(=O)(=O)c2ccccn2)CC1 | -14 | -0.8 | -1 | 2 | 2.8 | 6 | 1.1 | -0.1 | -12 | 1 | -22
CC(C)Oc1ccc(CCNC(=O)C2CCC(=O)N(C3CCCCCC3)C2)cc1 (centres undefined) | -30 | 1.6 | 8 | 7 | 0.8 | -20 | 0.1 | -1.2 | 0 | 6 | 6
COCCCNC(=O)COc1ccc2oc3c(c2c1)CCCC3 | -20 | 2.7 | -12 | -8 | 4.6 | -25 | 0.3 | 0.5 | 5 | -4 | 14
COC(=O)[C@]1(C)N[C@H](CN(C)C(=O)Nc2ccc(F)cc2)[C@@H]2C(=O)N(C)C(=O)[C@@H]21 | 19 | 2.1 | -1 | -9 | 1.9 | 0 | 1.4 | -0.9 | 1 | 4 | -7
Cc1n[nH]c(=O)c2c(NC(=O)COC(=O)/C=C/c3cccc(C(F)(F)F)c3)oc(C)c12 | . | 2.7 | -4 | -8 | 0.0 | -12 | 1.4 | -2.0 | -2 | 13 | -6
CSc1nc(NC(C)(C)C)nc(Oc2ccc(=O)[nH]n2)n1 | . | 1.6 | -21 | -2 | 0.5 | 13 | -2.6 | -3.7 | -10 | 17 | 13
COc1ccccc1NC(=O)CSc1nc(O)cc(=O)n1-c1ccccc1OC | -1 | 2.3 | 4 | -5 | -0.8 | 26 | -2.4 | -0.1 | -1 | 0 | -4
CCOc1ccc(NC(=O)CSc2nnc(CNC(=O)c3ccco3)o2)cc1 | -6 | 2.8 | -7 | -2 | 2.1 | -13 | -1.7 | -2.0 | -10 | 13 | 52
COc1ccc2ccccc2c1/C=N/O | 16 | 1.9 | -2 | -12 | -0.5 | 6 | -1.4 | -3.4 | 6 | 20 | -16
CCC(=O)c1ccccc1OCCCn1cncn1 | 22 | 1.9 | 2 | -13 | -0.4 | -8 | -1.0 | -1.2 | -22 | 7 | 160
CCOc1c(C)cc(-c2ncccc2O)cc1C | -21&24 | 0.9&0.6 | -8&-3 | 12&10 | 1.8&2.4 | -17&10 | -0.2&-2.2 | -0.9&-1.5 | -4&11 | 5&8 | 3&11
CN(C)C(=O)NC1CCCCCCCCCCC1 | -17 | 1.9 | 2 | -7 | -1.3 | 12 | -1.2 | -2.9 | -10 | 16 | -1
COCCCn1c(SCC(=O)N2CCc3ccccc32)nnc1-c1ccco1 | . | 2.6 | 0 | 6 | 2.2 | -11 | 3.2 | -0.7 | -10 | 4 | 97
COC(=O)c1ccc(C)c(NC(=O)C(CCSC)NC(=O)c2cc(OC)c(OC)c(OC)c2)c1 (centres undefined) | 17 | 1.4 | 0 | -9 | -1.9 | -7 | -2.4 | -3.4 | -8 | 17 | -1
Cc1c(C(=O)OC(C)C)sc(NC(=O)c2cnccn2)c1C(=O)OC(C)C | 1 | 0.1 | -3 | -13 | . | -12 | . | -1.6 | -12 | 8 | .
CC(=NNC(=O)c1ccncc1)c1ccc2ccccc2c1O | -24 | -0.6 | 1 | -5 | . | -4 | . | 1.2 | 2 | -5 | .
CN1CCN(C(=O)C2=C[C@H](c3ccccc3)C[C@H](OCc3ccc(CO)cc3)O2)CC1 | 5 | 3.4 | -4 | -3 | 3.2 | 8 | -2.3 | 0.1 | 0 | 0 | -12
Cc1cc(-c2n[nH]c(=S)n2/N=C/c2ccc(Br)s2)n[nH]1 | 29 | 4.9 | -15 | 5 | 4.5 | -6 | 1.7 | -0.4 | 5 | 2 | -9
Cc1nc2c(o1)CCc1ccccc1C2O (centres undefined) | . | -1.3 | 4 | -4 | 1.3 | 13 | 2.2 | -1.7 | -11 | 9 | -17
COC(=O)c1c(NC(=O)CSc2nc3ccccc3c(=O)n2Cc2ccco2)sc(C)c1C | -34 | 1.3 | -7 | -3 | 3.5 | -17 | -2.3 | -0.1 | 8 | 1 | -4
CCOc1ccccc1NC(=S)NCc1cccn1C | 3 | 0.1 | -1 | -3 | -0.6 | -27 | 1.1 | -2.3 | -10 | 12 | -24
Cc1csc(SCC(=O)NC(=O)c2ccccc2)n1 | . | 0.8 | -5 | -10 | 1.2 | -9 | -1.7 | 0.1 | 1 | 0 | -6
O=C(CSc1ccccn1)Nc1nc2ccccc2s1 | -60 | 3.0 | -1 | 6 | 1.1 | 5 | -0.3 | 0.9 | -5 | -4 | 22
CCOc1c(CNCc2ccc(C(=O)O)cc2)cccc1OC | -9 | -0.2 | 4 | 5 | 2.9 | 16 | -1.4 | -0.1 | 5 | 0 | -17
Cc1cccc(N=Nc2c(N)n[nH]c2N)c1 | -14 | 1.6 | 0 | -16 | -2.2 | -8 | 0.5 | -0.1 | -7 | 0 | -2
O=C(CCCC(=O)c1ccc(F)cc1)c1ccc(F)cc1 | 10 | 2.1 | 6 | 7 | 2.1 | 5 | 1.4 | 7.6 | -10 | -35 | 35
O=C(c1cc(-c2ccc(Br)cc2)nc2ccccc12)N1CCC1 | -5 | 5.7 | 3 | -5 | -1.7 | 7 | 0.6 | -5.2 | 0 | 25 | 9
Cc1cc(C)c2c(-c3ccc(F)cc3)c(C#N)c(=O)n(C)c2n1 | -7 | -0.1 | -2 | -8 | 1.9 | -1 | -0.4 | -3.9 | 7 | 21 | -4
O=C(Nc1ccccc1)NC1(C(=O)NCCCN2CCOCC2)CCCCC1 | 8 | 0.5 | -9 | -4 | -0.7 | -6 | -1.6 | -0.5 | -1 | 3 | -13
O=C1CC(Nc2ccc(N3CCOCC3)cc2)C(=O)N1c1ccccc1 (centres undefined) | 5 | . | -7 | -2 | 1.8 | 4 | 1.8 | 0.2 | 4 | -1 | -15
CCN(CC)S(=O)(=O)c1ccc(-n2cnnn2)c(C)c1 | -19 | 1.0 | 1 | 8 | 0.1 | 1 | 2.6 | 2.1 | 11 | -13 | 2
CC1Cc2ccccc2N1C(=O)CSc1ncccc1C(=O)O (centres undefined) | -1 | -2.9 | -5 | 2 | 0.3 | 12 | 0.9 | -2.6 | 10 | 15 | -1
CCc1ccc2[nH]c(C(=O)Nc3ccc(Br)c(C)n3)cc2c1 | -49 | 1.8 | 3 | 7 | . | -14 | . | 1.3 | 2 | -6 | .
COc1ccc(CNC(=S)Nc2ccccc2)cc1Cl | 2 | -1.3 | -2 | -1 | -0.9 | -12 | -2.1 | -1.1 | -9 | 5 | -9
O=C(NCc1ccccc1)N1CCOc2ccccc21 | -7 | -0.6 | -7 | -3 | . | -13 | . | -2.0 | 4 | 10 | -7
NS(=O)(=O)c1ccc(NC(=O)/C=C/c2ccc(S(=O)(=O)NCc3ccco3)cc2)cc1 | -68 | -2.4 | -3 | -9 | 1.1 | 6 | 1.2 | 0.7 | 5 | -5 | 1
Cc1ccc(Oc2ccc(NS(=O)(=O)c3cccc(C(=O)O)c3)cc2)cc1 | 2 | 2.4 | 2 | -3 | 0.7 | -14 | 2.6 | -0.8 | -1 | 4 | -6
Nc1ccc2nc(-c3cccc(-c4nc5ccc(N)cc5[nH]4)n3)[nH]c2c1 | 11 | 1.4 | -6 | -5 | -0.7 | -11 | -0.2 | -2.3 | 4 | 13 | 0
CCCCNC(=S)Nc1ccc(F)cc1 | -3 | 0.1 | -3 | -4 | -0.9 | -3 | -3.3 | -2.6 | -1 | 13 | 10
Cc1ccc(NCc2n[nH]c(=S)n2-c2ccccc2)cc1 | 9 | 3.4 | 1 | -8 | 0.2 | 15 | -0.1 | 1.2 | -2 | -9 | 0

Four of the compounds above, with two lines to a compound:
Screens in order: PfHsp90 yeast 2	phage Ecoli inh	Tat transport	PKA-R1A activ	AddAB inh	HTR5A inv ctr	E coli growth	MOR-DOR ag	PKA-R2B act	MOR-DOR inv ag	SUMO Mot1 rescue
COc1ccc(N/N=C(/C#N)S(=O)(=O)C(C)(C)C)cc1
    -4	3.1	3	-4	-0.7	1	-0.4	0.5	0	-3	282
O=C(Nc1ccccc1)NC1(C(=O)NCCCN2CCOCC2)CCCCC1
    8	0.5	-9	-4	-0.7	-6	-1.6	-0.5	-1	3	-13
O=C1CC(Nc2ccc(N3CCOCC3)cc2)C(=O)N1c1ccccc1 (centres undefined)
    5	.	-7	-2	1.8	4	1.8	0.2	4	-1	-15
CCCCNC(=S)Nc1ccc(F)cc1
    -3	0.1	-3	-4	-0.9	-3	-3.3	-2.6	-1	13	10
